Source: PubChem
TSG101-PTAP inh: blocks PTAP/TSG101 interaction to inhibit HIV-1 budding. Q99816. Fluorescence polarization, FITC-PTAP peptide / Tsg101 binding. Potency, µM (titrated, usually from 115 µM), without a hit: at the top dose activity change, negative = inhibition, usual class: inhibitors. 340,000 tested, under 10 active; active = well fitted inhibition curve with a large enough effect in the main read-out, with a control signal flat, not every such curve was filed as active; inconclusive = small, poorly fitted or top-dose-only effect, or effect the other way, or a change in a side signal; inactive = no such curve, though single readings can be large or run the other way; also: potency is read from the fitted curve at half-maximal effect; % of control where 0% means no effect
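FP read-out: FITC-PTAP peptide, 50 nM final, binding Tsg101 binding domain, 10 uM final; 20 min, r.t.; 10 mM HEPES pH 7.5, 0.15 M NaCl, 0.01% Tween 20, 3 mM EDTA, 0.1 mM TCEP.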
Integrin act MD: activates integrin-mediated alleviation for muscular dystrophy; alpha7betagal myoblasts, beta-gal FDG fluorescence, 48 h; actives 0.064% (n = 350,000); AID 624291; Potency, µM (series often up to 38.3 µM), for the others: at the highest dose activation, usual class: activators;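 also: potency is read from the fitted curve at half-maximal effect; 100% = response of the positive control SU9516; nearly all actives have a fitted effect of over 60% in size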
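alpha7betagal+/- myoblasts (passage 13, 250/well) treated 48 h at 37C with compounds at 1:260 dilution of DMSO stock. Lysed, then beta-galactosidase activity read as FDG fluorescence (ex 480/em 540) after 30 min, with pre-read for autofluorescence.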
TRPV1 agonist: agonists of human vanilloid receptor 1 (TRPV1); activation, % at 8.33 µM; TRPV1-expressing cells, Fluo-8 calcium influx, agonist mode; actives 0.19% (n = 320,000); in the data active = activation above about 80%; inconclusive = between about 30% and that limit; also: 0% is about no effect
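Cells expressing TRPV1 were dye-loaded with Fluo-8 and read kinetically: 10 s baseline, 3 min after compound (agonist portion), then 2 min after EC20 capsaicin (allosteric enhancer portion). Calcium-bound dye fluorescence at 480/520 nm.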
B2AR arrestin: agonists driving beta-arrestin recruitment to human beta2-adrenergic receptor. beta-arrestin recruitment to beta2AR, cell-based reporter. Potency, µM (series often up to 46.1 µM), without a hit: at the top dose activation, actives largely listed as activators. actives 0.02% (n = 330,000);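 also: potency is read from the fitted curve at half-maximal effect; 0% = DMSO controls and full agonism = EC100 isoproterenol or metaproterenol; nearly all actives have a fitted effect of over 65% in size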
Target sequence (P07550 whole entry, looked up): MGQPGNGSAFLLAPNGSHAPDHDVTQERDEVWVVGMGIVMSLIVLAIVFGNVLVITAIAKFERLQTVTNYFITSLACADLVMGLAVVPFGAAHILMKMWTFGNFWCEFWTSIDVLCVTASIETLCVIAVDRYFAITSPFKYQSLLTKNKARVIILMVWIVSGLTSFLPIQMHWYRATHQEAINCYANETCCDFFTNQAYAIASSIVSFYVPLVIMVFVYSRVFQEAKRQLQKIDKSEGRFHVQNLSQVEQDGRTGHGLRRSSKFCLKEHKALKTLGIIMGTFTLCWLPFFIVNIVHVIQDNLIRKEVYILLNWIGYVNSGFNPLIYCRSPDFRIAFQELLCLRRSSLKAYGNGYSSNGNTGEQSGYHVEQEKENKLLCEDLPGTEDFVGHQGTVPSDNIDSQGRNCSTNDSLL
ASM inhibitor: human S-ASM enzyme inhibition. Potency, µM (titrated, usually from 57.5 µM), inactives show at the top dose activity change, negative = inhibition, most hits filed as inhibitors. actives 0.006% (n = 340,000). AID 504937. placental ASM, HMU-PC fluorogenic substrate, 60 min. P17405; also: potency is read from the fitted curve at half-maximal effect
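Fluorescence read-out (Ex 386 nm, Em 447 nm) after stopping the reaction at pH 10. Enzyme: ASM from human placenta; substrate HMU-PC0, 9 uM final; 60 min, 37 °C. Compound preincubation 10 min, ambient temperature.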
uPA surface inh: cell surface uPA generation inhibition; cell surface uPA generation assay, qHTS; Potency, µM (series often up to 38.3 µM), without a hit: at the top dose activity change, negative = inhibition, usual class: inhibitors; actives 0.31% (n = 330,000); AID 540303; active = well fitted inhibition curve with a large enough effect; inconclusive = small, poorly fitted or top-dose-only effect; inactive = no such curve, though single readings can be large or run the other way; tested in mouse RAW 264.7 cells; also: potency is read from the fitted curve at half-maximal effect; % is scaled to controls: 0 for no effect and ±100 for the full control effect; nearly all actives have a fitted effect of over 55% in size
Eya2 inh: inhibitors of human Eya2 phosphatase activity | Potency, µM (top dose mostly 76.9 µM), for the others: at the highest dose activity, negative = inhibition, hits mostly inhibitors | actives 0.006% (n = 330,000) | O00167 | recombinant Eya2, OMFP fluorescence dephosphorylation (OMFP is methylfluorescein phosphate); also: potency is read from the fitted curve at half-maximal effect; % is scaled to controls: 0 for no effect and ±100 for the full control effect
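Eya2 (0.2 uM) preincubated 10 min at ambient with compound, then OMFP substrate added at 50 uM; 10 min reaction in 50 mM HEPES pH 7.5, 50 mM NaCl, 5 uM MgCl2, 0.05% BSA, 1 mM DTT. Fluorescence read at Ex 485/Em 525 nm.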
BRCA1 expr act: BRCA1 expression activation | actives 1.1% (n = 380,000) | Potency, µM (doses to about 46.1 µM), without a hit: at the top dose activation, most hits filed as activators | MCF7-BRCA1-FFLuc reporter, luminescence, 48 h; response scale: scaled: vehicle 0%, 10 µM genistein 100% | AID 624202; also: potency is read from the fitted curve at half-maximal effect; nearly all actives have a fitted effect of over 80% in size; some results filed as inactive show a strong effect at the top dose
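Luminescence from a BRCA1-driven firefly luciferase in MCF7 cells was the read-out, taken 15 min after substrate addition following 48 h compound exposure at 37 °C. Data were normalized to a 10 microM genistein control and DMSO vehicle.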
p53 reactivator: re-activators of mutant p53. H1299 p53-A138V BP100-luciferase reporter, luminescence, 24 h. Potency, µM (doses to about 92.2 µM), without a hit: at the highest dose activity change, positive = activation, hits mostly activators. actives 0.063% (n = 320,000). AID 504706; also: potency is read from the fitted curve at half-maximal effect; % of control where 0% means no effect; nearly all actives have a fitted effect of over 45% in size
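H1299 (p53-null), stable ts p53-A138V + BP100-Luc; 1000 cells/well, Opti-MEM/10% FBS; cpd 4 pt, 1:5; 24 h, 37 deg C, 5% CO2; detection reagent 10 min RT; luminescence.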
USP2a inh: USP2a (human) protease inhibition | O75604 | USP2 core, Ub-CHOP2 coupled fluorogenic reporter, 485/531 | Potency, µM (titrated, usually from 38.3 µM), without a hit: at the highest dose activity change, negative = inhibition, hits mostly inhibitors | actives 0.01% (n = 330,000) | AID 463254;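 also: potency is read from the fitted curve at half-maximal effect; plate controls were DMSO wells for no effect and full inhibition by NEM control for full effect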
Target sequence (O75604 whole entry, looked up): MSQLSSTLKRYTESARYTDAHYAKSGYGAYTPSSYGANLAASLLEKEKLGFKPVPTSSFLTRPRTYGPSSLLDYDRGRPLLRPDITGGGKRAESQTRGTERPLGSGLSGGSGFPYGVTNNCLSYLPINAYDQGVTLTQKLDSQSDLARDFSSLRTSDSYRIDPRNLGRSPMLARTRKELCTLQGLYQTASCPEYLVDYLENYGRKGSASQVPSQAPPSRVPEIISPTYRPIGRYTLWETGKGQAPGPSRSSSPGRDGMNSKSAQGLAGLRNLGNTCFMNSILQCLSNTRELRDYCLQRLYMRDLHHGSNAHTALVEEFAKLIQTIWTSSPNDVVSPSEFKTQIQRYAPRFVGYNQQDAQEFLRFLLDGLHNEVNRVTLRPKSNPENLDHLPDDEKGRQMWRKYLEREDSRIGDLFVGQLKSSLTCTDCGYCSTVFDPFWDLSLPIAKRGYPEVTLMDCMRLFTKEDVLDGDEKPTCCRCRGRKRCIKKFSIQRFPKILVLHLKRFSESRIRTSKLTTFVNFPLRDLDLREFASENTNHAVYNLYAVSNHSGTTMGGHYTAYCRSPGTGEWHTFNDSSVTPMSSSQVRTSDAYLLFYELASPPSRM
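Cell-free coupled assay: 10nM USP2 core preincubated 30min RT with compound in Tris-HCl pH 8.0/CaCl2/CHAPS buffer, then 25nM Ub-CHOP2 and 25nM reporter substrate; fluorescence (Ex 485/Em 531) read after 60min RT, normalized to NEM inhibition, concentration-response curves fitted.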
ELG1 genotox: genotoxicity induction in ELG1-luciferase HEK293T cells | HEK293T ELG1-luciferase reporter, luminescence, 16 h | Potency, µM (series often up to 46 µM), without a hit: top-dose activity change, positive = activation, hits mostly activators | actives 1.3% (n = 330,000); also: potency is read from the fitted curve at half-maximal effect; % of control where 0% means no effect; nearly all actives have a fitted effect of over 60% in size
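HEK293T cells expressing luciferase-tagged ELG1 were treated with compound or DMSO for 16 hr at 37°C. Luciferase activity was then read after 30 min with ONE-Glo at room temperature; rising signal flags genetic stress.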
An asterisk follows results filed as active; [ ] = dose if it differs, or a comment. Unless noted, calls follow the shape of the dose curve; as a rule, active = well fitted curve in the direction sought with a large enough effect; inconclusive = small, poorly fitted or top-dose-only effect, or another doubt; inactive = no such curve, though single readings can be large; an effect the other way counts as inactive or inconclusive.

How did Cc1ccccc1NC(=O)CC1SC(=Nc2ccc(O)cc2)NC1=O (centres undefined) do in these assays?
TSG101-PTAP inh: -3%; Integrin act MD: -5%; B2AR arrestin: -0.8%; ASM inhibitor: 1%; uPA surface inh: -2%; Eya2 inh: -1%; BRCA1 expr act: 0%; p53 reactivator: 5%; USP2a inh: 1%; ELG1 genotox: -4%

What do the screens show for `O=C(CCNC(=O)Cn1ccc2ccccc2c1=O)NCC1CCCC1c1ccccc1` (centres undefined)?
TSG101-PTAP inh: -1%; Integrin act MD: 2%; TRPV1 agonist: -3; B2AR arrestin: 0.2%; ASM inhibitor: 3%; uPA surface inh: -1%; Eya2 inh: -1%; BRCA1 expr act: 0%; p53 reactivator: 3%; USP2a inh: 1%; ELG1 genotox: inconclusive

What do the screens show for `Cc1oc(-c2ccccc2Cl)nc1CSc1nc2c(c(=O)[nH]1)CCC2`?
TSG101-PTAP inh: -5%; Integrin act MD: 34%; TRPV1 agonist: -3; B2AR arrestin: 0.1%; ASM inhibitor: 0%; uPA surface inh: -1%; Eya2 inh: -3%; BRCA1 expr act: -7%; p53 reactivator: -1%; USP2a inh: 2%; ELG1 genotox: -6%

What do the screens show for `CCN1CCN(C(=S)c2ccc(O)cc2)CC1`?
TSG101-PTAP inh: 0%; Integrin act MD: 0%; TRPV1 agonist: -3; B2AR arrestin: -1.1%; ASM inhibitor: 3%; uPA surface inh: 7%; Eya2 inh: 12%; BRCA1 expr act: 5%; p53 reactivator: 4%; USP2a inh: 13%; ELG1 genotox: 1%

How did Cc1ccc(C)c(S(=O)(=O)N2CCN(C(=O)/C=C/c3ccco3)CC2)c1 do in these assays?
TSG101-PTAP inh: -8%; Integrin act MD: -12%; TRPV1 agonist: -4; B2AR arrestin: -0.6%; ASM inhibitor: -11%; uPA surface inh: inconclusive; Eya2 inh: -13%; BRCA1 expr act: 7%; p53 reactivator: 16%; USP2a inh: 22µM*; ELG1 genotox: 0%

How did CCc1c(OC(C)=O)c2ccccc2n(C)c1=O do in these assays?
TSG101-PTAP inh: -1%; Integrin act MD: 17%; TRPV1 agonist: -2; B2AR arrestin: -0.4%; ASM inhibitor: 6%; uPA surface inh: 17%; Eya2 inh: 5%; BRCA1 expr act: -16%; p53 reactivator: 11%; USP2a inh: -2%; ELG1 genotox: -6%

Results for CCOC(=O)c1c(OCCO)noc1N ?
TSG101-PTAP inh: 0%; Integrin act MD: -9%; TRPV1 agonist: -1; B2AR arrestin: -0.4%; ASM inhibitor: -1%; uPA surface inh: 0%; Eya2 inh: 0%; BRCA1 expr act: -7%; p53 reactivator: 0%; USP2a inh: 4%; ELG1 genotox: -3%

Results for O=C(O)c1ccc2c(=O)n3c(nc2c1)/C(=C/c1ccccc1C(F)(F)F)CCCC3 ?
TSG101-PTAP inh: 0%; Integrin act MD: -17%; TRPV1 agonist: -3; B2AR arrestin: -0.7%; ASM inhibitor: 10%; uPA surface inh: 3%; Eya2 inh: 1%; BRCA1 expr act: -3%; p53 reactivator: -13%; USP2a inh: 3%; ELG1 genotox: -7%

How did CCOc1ccccc1NC(=S)NC(=O)C1CCCCC1 do in these assays?
TSG101-PTAP inh: -1%; Integrin act MD: -66%[inhibitor]; TRPV1 agonist: 16; B2AR arrestin: 4.4%; ASM inhibitor: 0%; uPA surface inh: -1%; Eya2 inh: 0%; BRCA1 expr act: 0%; p53 reactivator: 11%; USP2a inh: -1%; ELG1 genotox: -3%

What do the screens show for `Fc1ccccc1OCCSc1nnnn1-c1ccccc1`?
TSG101-PTAP inh: -4%; Integrin act MD: -9%; TRPV1 agonist: -6; B2AR arrestin: -0.9%; ASM inhibitor: 1%; Eya2 inh: -9%; BRCA1 expr act: inconclusive; p53 reactivator: inconclusive; USP2a inh: -10%; ELG1 genotox: 10µM*

Results for Cc1c(-n2c(SCC(=O)N(C)C3CCS(=O)(=O)C3)nc3ccccc3c2=O)c(=O)n(-c2ccccc2)n1C (centres undefined) ?
TSG101-PTAP inh: 0%; Integrin act MD: 24%; TRPV1 agonist: 4; B2AR arrestin: 0.1%; ASM inhibitor: 0%; uPA surface inh: 15%; Eya2 inh: 1%; BRCA1 expr act: 3%; p53 reactivator: 1%; USP2a inh: -3%; ELG1 genotox: 7%

Results for Cc1ccc(C)c(NC(=S)N(CCN(C)C)C(C)c2ccccn2)c1 (centres undefined) ?
TSG101-PTAP inh: -1%; Integrin act MD: -14%; TRPV1 agonist: 4; B2AR arrestin: 0.1%; ASM inhibitor: 1%; uPA surface inh: -1%; Eya2 inh: 3%; BRCA1 expr act: -10%; p53 reactivator: 10%; USP2a inh: 4%; ELG1 genotox: -1%

Results for COc1ccc(CNC(=O)C2CCNCC2)cc1 ?
TSG101-PTAP inh: -1%; Integrin act MD: -9%; TRPV1 agonist: 5; B2AR arrestin: -0.8%; ASM inhibitor: 7%; uPA surface inh: -4%; Eya2 inh: 6%; BRCA1 expr act: 5%; p53 reactivator: 1%; USP2a inh: 2%; ELG1 genotox: -2%

How did C=CCNC(=S)NNC(=O)CSc1nc2ccccc2s1 do in these assays?
TSG101-PTAP inh: 4%; Integrin act MD: 1%; TRPV1 agonist: -3; B2AR arrestin: 0.3%; ASM inhibitor: -2%; uPA surface inh: 9%; Eya2 inh: 2%; BRCA1 expr act: -2%; p53 reactivator: 19%; USP2a inh: -1%; ELG1 genotox: -1%

Results for C(=N/N1CCN(c2ccccc2)CC1)/c1ccncc1 ?
TSG101-PTAP inh: -7%; Integrin act MD: 10%; TRPV1 agonist: -1; B2AR arrestin: 0.3%; ASM inhibitor: -4%; uPA surface inh: -4%; Eya2 inh: -7%; BRCA1 expr act: 25%; p53 reactivator: 3%; USP2a inh: 2%; ELG1 genotox: -2%

What do the screens show for `COc1ccc(C(=O)NCC(=O)N2CCN(c3ccc(F)cc3)CC2)cc1`?
TSG101-PTAP inh: -3%; Integrin act MD: -19%; TRPV1 agonist: -2; B2AR arrestin: 0.3%; ASM inhibitor: -1%; uPA surface inh: 1%; Eya2 inh: -1%; BRCA1 expr act: -14%; p53 reactivator: 0%; USP2a inh: 1%; ELG1 genotox: 0%

How did Cc1cc(NC(=O)COC(=O)CCNS(=O)(=O)c2ccccc2)n(-c2ccccc2)n1 do in these assays?
TSG101-PTAP inh: -1%; Integrin act MD: -5%; TRPV1 agonist: 1; B2AR arrestin: 5.2%; ASM inhibitor: 0%; uPA surface inh: -4%; Eya2 inh: 7%; BRCA1 expr act: 3%; p53 reactivator: 0%; USP2a inh: -1%; ELG1 genotox: 0%

How did CCCCNC(=O)N(O)C1N(/N=C/c2ccccc2OC)C(=S)SC1(C)C (centres undefined) do in these assays?
TSG101-PTAP inh: 1%; Integrin act MD: inconclusive; TRPV1 agonist: 26; B2AR arrestin: 0.3%; ASM inhibitor: 0%; uPA surface inh: 3%; Eya2 inh: 2%; BRCA1 expr act: -14%; p53 reactivator: -1%; USP2a inh: 3%; ELG1 genotox: -4%

How did Cc1cccc(N(C(=O)c2csnn2)C(C(=O)NC(C)(C)C)c2cccnc2)c1 (centres undefined) do in these assays?
TSG101-PTAP inh: 1%; Integrin act MD: -17%; TRPV1 agonist: 3; B2AR arrestin: -1.1%; ASM inhibitor: -1%; uPA surface inh: 0%; Eya2 inh: -2%; BRCA1 expr act: -3%; p53 reactivator: 2%; USP2a inh: 11%; ELG1 genotox: 5%

2 entries picked at random from those above:
Results for CCOC(=O)c1c(OCCO)noc1N ?
TSG101-PTAP inh: 0%; Integrin act MD: -9%; TRPV1 agonist: -1; B2AR arrestin: -0.4%; ASM inhibitor: -1%; uPA surface inh: 0%; Eya2 inh: 0%; BRCA1 expr act: -7%; p53 reactivator: 0%; USP2a inh: 4%; ELG1 genotox: -3%

How did C=CCNC(=S)NNC(=O)CSc1nc2ccccc2s1 do in these assays?
TSG101-PTAP inh: 4%; Integrin act MD: 1%; TRPV1 agonist: -3; B2AR arrestin: 0.3%; ASM inhibitor: -2%; uPA surface inh: 9%; Eya2 inh: 2%; BRCA1 expr act: -2%; p53 reactivator: 19%; USP2a inh: -1%; ELG1 genotox: -1%
